TEAD-YAP block: TEAD-YAP interaction inhibition | inhibition, % at 9.12 µM | 640,000 compounds, 1.4% hits | HEK-TIYL cells, TEAD-Gal4/YAP UAS-luciferase luminescence; in the data active = inhibition above about 32%;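 also: 0% = median of test compound wells and 100% = reference inhibitor wells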
MITF primary: human MITF inhibition, primary screen; O75030; AlphaScreen MITF homodimerization, bead proximity signal; inhibition, % at 2.6 µM; 650,000 compounds, 0.91% hits; AID 1259374; in the data active = inhibition above about 50%;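 also: 0% = vehicle wells with protein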
Target sequence (O75030 whole entry, looked up): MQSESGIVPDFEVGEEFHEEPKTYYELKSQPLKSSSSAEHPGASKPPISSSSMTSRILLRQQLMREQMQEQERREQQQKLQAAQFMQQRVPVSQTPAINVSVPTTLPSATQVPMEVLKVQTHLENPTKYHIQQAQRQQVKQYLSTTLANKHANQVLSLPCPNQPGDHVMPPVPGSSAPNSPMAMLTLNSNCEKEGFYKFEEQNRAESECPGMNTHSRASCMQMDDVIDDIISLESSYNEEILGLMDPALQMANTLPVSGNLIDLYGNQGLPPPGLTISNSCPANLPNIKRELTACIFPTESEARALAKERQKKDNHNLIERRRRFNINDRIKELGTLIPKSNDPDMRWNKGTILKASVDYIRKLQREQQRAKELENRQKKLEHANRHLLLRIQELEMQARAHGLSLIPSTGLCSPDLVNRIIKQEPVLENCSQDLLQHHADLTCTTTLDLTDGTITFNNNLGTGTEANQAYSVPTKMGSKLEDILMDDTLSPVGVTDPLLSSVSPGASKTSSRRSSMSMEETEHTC
FBW7 activator: human FBW7 E3 ligase activation, primary screen; AlphaScreen FBW7–phospho-cyclin E peptide binding, activator screen; normalized activity (activation), % at 26.1 µM; 650,000 compounds, 0.13% hits; in the data active = normalized activity above about 1.9%;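 also: purified mutant Fbw7 with reduced substrate affinity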
GPR151 activ: human GPR151 activation; PathHunter beta-arrestin GPR151 cells, luminescence; activation, % at 11.2 µM; 650,000 compounds, 1% hits; AID 1508602; in the data active = activation above about 4.9%;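 also: 0% = median of compound wells and 100% = cells with positive control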
Target sequence (Q8TDV0 whole entry, looked up): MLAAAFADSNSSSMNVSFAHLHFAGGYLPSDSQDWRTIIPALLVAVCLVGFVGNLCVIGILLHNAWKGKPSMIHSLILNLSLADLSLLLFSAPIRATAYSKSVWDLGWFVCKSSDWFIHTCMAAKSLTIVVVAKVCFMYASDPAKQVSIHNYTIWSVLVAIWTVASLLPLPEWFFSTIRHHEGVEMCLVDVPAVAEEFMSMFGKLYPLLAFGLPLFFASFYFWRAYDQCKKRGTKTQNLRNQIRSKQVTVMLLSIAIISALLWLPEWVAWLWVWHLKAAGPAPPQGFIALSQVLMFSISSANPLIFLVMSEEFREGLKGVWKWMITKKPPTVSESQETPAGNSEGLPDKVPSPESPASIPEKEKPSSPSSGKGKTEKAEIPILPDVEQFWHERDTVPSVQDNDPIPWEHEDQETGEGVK
* hit, by the source's call; nt = not tested or not shown.

Every second line gives: TEAD-YAP block	FBW7 activator	MITF primary	GPR151 activ
1. CSc1ccc(CN2CCN(C3CCCC3)C(CCO)C2)cc1 (stereo not drawn)
→ 1.9	-0.1	-9.3	-1.5
2. COc1ccc(CCN(C)C2CCCN(S(=O)(=O)c3ccsc3)C2)cc1OC (stereo not drawn)
→ 1.8	0.0	9.3	0.5
3. C=CCOC(=O)COc1cc2oc(=O)c3c(c2cc1Cl)CCCC3
→ 1.0	0.3	10.1	0.0
4. COC(=O)CN(c1nc(C)cc(OC)n1)S(=O)(=O)c1ccccc1
→ -5.5	0.0	-3.5	0.6
5. COc1ccc(N=Cc2c(O)[nH]c3ccccc23)cc1OC
→ -3.1	-0.1	6.5	1.4
6. O=C(CN1C(=O)COc2ccccc21)N1CCN(Cc2ccccc2)CC1
→ 8.1	-0.2	0.7	-1.6
7. Cc1cc2nc(Nc3nc(CSc4nc5ccccc5s4)cc(=O)[nH]3)nc(C)c2cc1C
→ 4.4	0.1	6.1	0.9
8. O=C(CSc1nc2cc(C(=O)N3CCc4ccccc4C3)ccc2c(=O)n1CCc1ccccc1)c1ccccc1
→ 12.1	0.2	16.4	0.2
9. CC(=O)N(CCC(c1ccc(F)cc1)c1ccco1)Cc1cccs1 (stereo not drawn)
→ -16.7	0.2	-4.2	1.4
10. O=C(Nc1cc(C(F)(F)F)ccc1Cl)c1ccc(F)c([N+](=O)[O-])c1
→ 1.5	0.0	7.3	-0.2
11. CCCNc1cc(Nc2ccncc2)ncn1
→ 16.2	0.0	-2.3	0.5
12. Cc1cc(=O)nc2c3ccccc3n(CC(=O)NCCCN3C(C)CCCC3C)n12 (stereo not drawn)
→ -1.9	-0.1	2.8	0.6
13. CC(C)(C)CN1CCCC(CNS(=O)(=O)c2cccc3cccnc23)C1 (stereo not drawn)
→ 3.2	-0.1	19.0	6.4*
14. O=C(O)c1ccc(S(=O)(=O)N2CCC3(CC2)CC(=O)c2ccccc2O3)cc1
→ -6.8	-0.1	1.1	0.1
15. CCC(Sc1nc2cc(OC)c(OC)cc2c(=O)n1CCc1ccc(S(N)(=O)=O)cc1)C(=O)NCc1ccc(C)cc1 (stereo not drawn)
→ 0.4	0.5	-8.3	-0.6
16. COc1ccccc1CCc1nnc(CCC(=O)NCc2ccncc2C)o1
→ -11.6	0.0	-15.1	-1.1
17. CC(=O)Nc1ccc(C(=O)N2CCOCC2)cc1Cl
→ 0.6	0.8	4.3	-0.6
18. CCOc1ccccc1CN1CCN(Cc2cccn2-c2cccnc2)CC1CCO (stereo not drawn)
→ 3.2	0.1	13.6	-1.1
19. COc1cc(NC(=O)c2cnc3sc4ccccc4n3c2=O)cc(OC)c1OC
→ -5.5	0.4	14.9	-0.3
20. Nc1nonc1-n1nnc(C(=O)N/N=C/c2ccncc2)c1-c1cccc([N+](=O)[O-])c1
→ -3.4	-0.1	-5.1	1.6
21. CCOc1ccc(-n2c(CNC(=O)c3cccc(F)c3)nnc2SCC(=O)N2N=C(c3cccs3)CC2c2ccc(OC)cc2)cc1 (stereo not drawn)
→ -15.7	0.4	6.5	1.4
22. Cc1nnc(SC(C)C(=O)c2ccc(Br)cc2)s1 (stereo not drawn)
→ -3.5	-0.1	0.3	-0.2
23. CCC1CCCCN1C(=O)C1CCN(S(=O)(=O)c2ccc3c(c2)oc(=O)n3C)CC1 (stereo not drawn)
→ -35.0	-0.3	-1.3	-0.1
24. COC(=O)C1=C(C(=O)OC)SC2(S1)C(C(=O)OC)=C(C(=O)OC)SC1=C2c2cc(C)ccc2N(C(=O)C(F)(F)F)C1(C)C
→ 7.4	0.2	4.8	0.1
25. CCOCCn1c(CN2CCC(C(N)=O)CC2)nc2c1c(=O)n(C)c(=O)n2C
→ -10.7	0.0	5.0	2.8
26. CS(=O)(=O)c1cc(Cl)ccc1CN1CCCN(Cc2ccccc2)CC1
→ 8.0	-0.2	0.8	0.2
27. COc1cc(NC(=O)c2cc3nc(-c4ccc(Br)cc4)cc(C(F)(F)F)n3n2)cc([N+](=O)[O-])c1
→ -9.1	-0.1	-8.8	-0.4
28. Cc1ccc(Nc2nnc(-c3ccc(C)c(S(=O)(=O)N4CCOCC4)c3)c3ccccc23)cc1
→ 4.4	0.0	9.5	-0.6
29. CS(=O)(=O)N(CC(=O)N1CCCC1)Cc1ccccc1
→ 9.4	0.2	8.0	-0.8
30. Cc1cc(C)cc(Oc2coc3cc(OCC(=O)OC(C)C)ccc3c2=O)c1
→ 6.7	0.1	14.0	-0.8
31. C=CCNC(=S)N/N=C(\C)c1cccnc1
→ 25.1	0.5	18.5	-2.0
32. c1ccc2c(c1)nnn2-c1ncnc2sccc12
→ -25.7	0.1	-1.6	-0.5
33. Cc1cccc(N(CC(=O)NCCC(C)C)C(=O)CCC(=O)Nc2ccccn2)c1C
→ 3.4	-0.2	-7.0	0.4
34. C[C@H](NC(=O)N[C@H]1C[C@H]2C(=O)N[C@@H](Cc3ccccc3)C(=O)N2C1)c1ccccc1
→ -5.8	0.0	-0.8	0.9
35. COc1ccc(-c2nc3ccc(C(=O)O)cn3c2Br)cc1
→ -20.5	0.2	-4.1	-7.9
36. CC[C@H](C)[C@@H]1NC(=O)[C@@H]2C[C@H](NC(=O)N[C@@H](C)c3ccccc3)CN2C1=O
→ -2.6	-0.1	5.6	1.9
37. Cc1sc2nc(SCCC(C)C)n(-c3ccccc3)c(=O)c2c1C
→ 4.7	0.0	-6.9	2.2
38. Cc1ccccc1N(CC(=O)NCc1cccs1)C(=O)CCC(=O)Nc1nccs1
→ 5.1	0.1	-7.6	0.6
39. N#Cc1cc([N+](=O)[O-])ccc1NC(=O)COC(=O)C1(c2ccccc2F)CCCC1
→ 9.9	0.0	14.1	0.8
40. O=C(Nc1ccc(Cl)cc1Cl)c1cnn2cccnc12
→ -45.4	0.7	10.9	-0.3
41. CC1Oc2ccccc2OC1C(=O)Nc1ccc(-c2ccn[nH]2)cc1 (stereo not drawn)
→ -6.3	0.1	3.9	0.8
42. Cc1ccc([N+](=O)[O-])cc1N1C(=O)c2cccc(F)c2C1=O
→ 1.2	-0.2	-1.4	0.6
43. COc1ccc(N(CC(=O)NC(C)(C)C)C(=O)c2ccco2)cc1
→ -4.5	0.0	19.5	0.9
44. Cc1nn(CC(O)CN2c3ccccc3Sc3ccccc32)c(C)c1Br (stereo not drawn)
→ -10.9	1.2	19.4	0.5
45. Cc1ccc(OCCn2c(-c3ccc(Cl)cc3)nc3ccccc3c2=O)c(C)c1
→ -6.6	0.1	-1.4	0.2
46. CCOc1cccc(/C=N/NC(=S)Nc2ccccc2[N+](=O)[O-])c1O
→ 71.4*	-0.3	12.0	3.2
47. COCCn1c2ccccc2n2c(=O)n(Cc3ccc(OC)cc3)nc12
→ 0.0	-0.1	-14.9	-0.3
48. CC(Oc1ccc(Cl)cc1Cl)C(=O)O/N=C(\N)Cc1ccc([N+](=O)[O-])cc1 (stereo not drawn)
→ 4.2	0.0	17.9	2.3
49. Cc1ccc(-n2nc(C(=O)NN)c(C)c(C#N)c2=O)cc1Cl
→ 11.0	0.1	7.2	-0.6
50. CCN(CC)C(=O)c1sc(NC(=O)c2ccc(OC)c(OC)c2)c(C#N)c1C
→ 8.5	0.1	0.6	2.1
51. CC(C1CC1)N(C(=O)c1ccc(F)cc1)c1ccccc1 (stereo not drawn)
→ 0.4	0.0	17.0	-0.1
52. NS(=O)(=O)c1ccc(NC(=O)CSc2nc3ccccc3[nH]2)cc1
→ -1.9	0.0	-5.6	0.1
53. CCCN1CCN(c2ncnc3sc(C(=O)N4CCN(c5ccc(F)cc5)CC4)c(C)c23)CC1
→ 6.2	-0.1	6.2	-1.3
54. COc1ccccc1C(=O)NCCSc1c[nH]c2ccccc12
→ -11.1	0.0	5.0	0.0
55. COc1cc(N)ccc1-c1cc2ccccc2oc1=O
→ -13.6	0.0	6.5	-1.3
56. COc1cc(C=O)c(Cl)cc1OC1CCCC1
→ 0.4	0.1	-3.5	0.2
57. O=C(NCc1ccncc1)C(=O)NCC(c1cccnc1)N1CCN(c2ccccc2)CC1 (stereo not drawn)
→ -5.9	0.5	-10.4	2.2
58. Cc1ccc(C(=O)Nc2c3c(nn2C(C)(C)C)CS(=O)(=O)C3)cc1[N+](=O)[O-]
→ nt	nt	-2.9	-1.1
59. O=C(c1cccnc1)N1CCN(c2ccc([N+](=O)[O-])c(N3CCCCC3)c2)CC1
→ 3.6	-0.3	6.0	-0.1
60. CCOC(=O)/C=C/C(=O)OCC(=O)NCc1ccccc1
→ 4.5	0.4	13.2	0.6

A second format for three compounds above.
item	Molecule	TEAD-YAP block	FBW7 activator	MITF primary	GPR151 activ
40	O=C(Nc1ccc(Cl)cc1Cl)c1cnn2cccnc12	-45.4	0.7	10.9	-0.3
32	c1ccc2c(c1)nnn2-c1ncnc2sccc12	-25.7	0.1	-1.6	-0.5
60	CCOC(=O)/C=C/C(=O)OCC(=O)NCc1ccccc1	4.5	0.4	13.2	0.6

(more compounds)
Every second line gives: TEAD-YAP block	FBW7 activator	MITF primary	GPR151 activ
61. O=c1[nH]c2ccc(S(=O)(=O)Nc3ccc(I)cc3)cc2[nH]1
→ 3.7	0.0	19.6	-2.4
62. CCN(CC)C(=O)C1CCCN(c2nc(NC3CC3)c3cc(OC)c(OC)cc3n2)C1 (stereo not drawn)
→ 10.1	0.0	6.5	-1.2
63. O=C1CC2(CCN(C(=O)CSCc3ccccc3)CC2)Oc2ccccc21
→ -18.7	-0.1	-6.8	0.2
64. COc1ccc(-n2c3c(cc(C(=O)N4CCCCC4)c2=O)C(=O)CC(C)(C)C3)cc1
→ 7.7	1.2	26.0	3.0
65. CCc1ccccc1NC(=O)CSc1nnc(-c2ccc(C)cc2)c(-c2ccc(C)cc2)n1
→ 8.1	0.1	3.6	-1.4
66. Cc1ccccc1-c1nc2cc(NC(=S)NC(=O)c3cc4ccccc4o3)ccc2o1
→ 10.0	-0.2	-0.8	0.7
67. COc1ccc(C(=O)CNc2ccccc2C(C)=O)cc1
→ -8.9	0.1	13.9	0.9
68. C=C(Cl)COc1ccc2c(C)c(C)c(=O)oc2c1
→ 0.1	0.3	8.1	-0.5
69. Cc1ccc(OCCCC(=O)Nc2ccccc2)c(C)c1
→ 9.4	-0.1	6.6	-1.4
70. Cc1ccc(-c2noc(C3CCCN(C(=O)N4CCOCC4)C3)n2)o1 (stereo not drawn)
→ 5.6	-0.1	14.1	0.7
71. COc1ccc(OCC2c3cc(OC)c(OC)cc3CCN2C(=S)Nc2cc(C)ccc2C)cc1 (stereo not drawn)
→ 2.2	-0.1	8.0	0.6
72. FC(F)(F)c1ccc(Cn2cnc3c(Nc4ccc5c(c4)OCO5)nc(Nc4ccc5ncccc5c4)nc32)cc1
→ 4.6	-0.2	10.6	-0.9
73. CC(=O)c1cccc(NC(=O)CSc2ccc(-c3ccco3)nn2)c1
→ 5.0	0.1	7.6	-1.1
74. Cc1ccc(Cl)cc1NC(=O)c1ccc(N2CC3CC(C2)c2cccc(=O)n2C3)c(NC(=O)c2cccc(C(F)(F)F)c2)c1 (stereo not drawn)
→ -16.0	-0.1	-8.6	0.3
75. CCOC(=O)Nc1ccccc1C(=O)N1CCOCC1
→ 16.0	0.0	4.2	2.0
76. Cc1ccc(NC(=O)CC(C)C)cc1Cl
→ -15.0	0.2	7.5	1.2
77. COc1cccc(-c2nnc(SCC(N)=O)n2-c2ccccc2)c1
→ 0.5	0.2	-4.8	-0.2
78. COc1cccc(CN(CCN)C(=O)Nc2ccc(-c3cn[nH]c3)cc2OCCO)c1
→ -8.9	-0.1	2.8	0.1
79. Cc1ccc(NC(=O)CCC(=O)NN)c(C)c1
→ 5.3	-0.1	1.6	-0.5
80. Cc1c(C(=O)ON2C(=O)c3ccccc3C2=O)cccc1[N+](=O)[O-]
→ -4.8	-0.4	-16.1	-0.9
81. CC1CCN(S(=O)(=O)c2cccc3c(S(=O)(=O)N4CCC(C)CC4)cccc23)CC1
→ -5.2	0.1	-10.0	0.7
82. CC(Oc1ccc(Cl)cc1Cl)C(=O)Nc1ccc(OCC(=O)O)cc1 (stereo not drawn)
→ -5.5	0.1	3.6	-1.7
83. Cc1ccc(C(C)C)c(OCC(=O)Nc2cccc3ccccc23)c1
→ 9.4	0.0	12.0	-1.5
84. O=[N+]([O-])c1cc(Cl)ccc1S(=O)(=O)N1CCN(c2ncccn2)CC1
→ 7.2	0.2	5.1	0.3
85. CC(Cc1ccccc1)N=Cc1cc(-c2ccccc2)sc1S (stereo not drawn)
→ 29.1	0.0	8.1	1.6
86. Cc1ccc(S(=O)(=O)CCc2nc3ccccc3[nH]2)cc1
→ 2.5	-0.2	-7.4	-1.5
87. Cc1csc(NC(=O)Cn2c(-c3ccncc3)nc3ccccc32)n1
→ -0.9	0.0	7.7	-0.1
88. COc1cccc(-n2nnc3c(=O)n(CC(=O)NCc4ccccc4)cnc32)c1
→ 0.7	-0.1	12.2	-0.4
89. C=CCOc1ccc(/C=C\c2onc(C)c2[N+](=O)[O-])cc1OC
→ -6.7	0.0	11.2	0.0
90. O=C(NCc1cccc(C(F)(F)F)c1)c1ccnc(-c2csc3ccccc23)c1
→ 0.0	0.2	13.5	-1.0
91. Clc1ccc(-c2noc(-c3ccc(-c4ccccc4)cc3)n2)cc1
→ 8.7	-0.1	-0.2	-0.9
92. CCOc1ccc(C(=O)N2CCN(c3ccc([N+](=O)[O-])c(NCc4ccco4)c3)CC2)cc1
→ 3.6	-0.2	4.4	0.1
93. O=C(CNS(=O)(=O)c1ccccc1)Nc1ccc(I)cc1
→ -0.8	0.1	6.0	0.9
94. COc1ccc(C(=O)N2CCc3cc(OC)c(OC)cc3C2COc2ccc(F)cc2)cc1OC (stereo not drawn)
→ -8.6	-0.1	6.0	-0.4
95. CC1CCN(c2ccc(NC(=O)Cc3ccccc3)cc2)CC1
→ -31.3	-0.2	7.7	2.3
96. CCOc1ccccc1NC(=O)CSCc1nc(-c2ccc(OC)c(OC)c2)no1
→ 6.3	0.0	5.2	-7.3
97. NC(=O)c1ccc(NC(=O)CSC2=NCCN2)cc1
→ 14.6	0.0	9.1	3.1

Assay outcomes as filed in PubChem.
